12-LOX inh: inhibitors of human 12S-lipoxygenase ALOX12; P18054; purified 12hLO, xylenol orange hydroperoxide absorbance; Potency, µM (doses to about 108 µM), inactives show top-dose activity change, negative = inhibition, most hits filed as inhibitors; actives 1.1% (n = 580,000); also: potency is read from the fitted curve at half-maximal effect; % is scaled to controls: 0 for no effect and ±100 for the full control effect
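Hydroperoxide product was detected by ferrous iron/xylenol orange as the 573 to 405 nm absorbance ratio. Arachidonic acid at 40 uM (final) was turned over for 30 min at room temperature by 150 nM human 12hLO, pH 7.0 Hepes buffer, after 15 min compound preincubation.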
LDHA block: LDHA (human) enzyme inhibition; actives 0.15% (n = 480,000); activity change, % (values are at about 110 or 230 µM); purified LDHA, NADH/diaphorase-resazurin fluorescence; active compounds read low; P00338; in the data active = activity change below about -30%; inconclusive = mostly about -25% to -30%;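 also: plate controls were DMSO wells for no effect and wells without enzyme for full effect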
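Resorufin fluorescence (ex540/em590), read at 0 and 20 min after diaphorase/resazurin addition, reports the NADH left after a 5 min room-temperature reaction of 2 nM human LDH5 with 0.06 mM NADH and 0.2 mM pyruvate.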
D2 antagonist: antagonizes the human D2 dopamine receptor | AID 485344 | HEK293 TREx D2 cells, calcium flux, dopamine EC80 | P14416 | actives 2% (n = 340,000) | inhibition, % at 10 µM; in the data active = inhibition above about 30%; also: 0% is about no effect
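Measurement of antagonist activity uses fluorescent calcium dye in inducible HEK293 T-REx D2 cells: 10 s baseline, compound addition with 180 s read, EC80 dopamine addition with a further 180 s read.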
ERG-DNA inh: blocks human ERG Ets domain binding to DNA; Potency, µM (top dose mostly 76.9 µM), inactives show at the highest dose FP activity, negative = inhibition, actives largely listed as inhibitors; fluorescence polarization, His-ERG Ets domain / labelled DNA; P11308; actives 0.028% (n = 370,000); active = well fitted inhibition curve with a large enough effect in the polarisation, with a control signal flat; inconclusive = small, poorly fitted or top-dose-only effect, or effect the other way, or a change in a side signal; inactive = no such curve, though single readings can be large or run the other way; the % refers to the polarisation;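 also: polarization taken with two DNA probes labelled with fluorescein and Texas red; potency is read from the fitted curve at half-maximal effect; % of control where 0% means no effect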
Target sequence (P11308 whole entry, looked up, the tested form may be a part): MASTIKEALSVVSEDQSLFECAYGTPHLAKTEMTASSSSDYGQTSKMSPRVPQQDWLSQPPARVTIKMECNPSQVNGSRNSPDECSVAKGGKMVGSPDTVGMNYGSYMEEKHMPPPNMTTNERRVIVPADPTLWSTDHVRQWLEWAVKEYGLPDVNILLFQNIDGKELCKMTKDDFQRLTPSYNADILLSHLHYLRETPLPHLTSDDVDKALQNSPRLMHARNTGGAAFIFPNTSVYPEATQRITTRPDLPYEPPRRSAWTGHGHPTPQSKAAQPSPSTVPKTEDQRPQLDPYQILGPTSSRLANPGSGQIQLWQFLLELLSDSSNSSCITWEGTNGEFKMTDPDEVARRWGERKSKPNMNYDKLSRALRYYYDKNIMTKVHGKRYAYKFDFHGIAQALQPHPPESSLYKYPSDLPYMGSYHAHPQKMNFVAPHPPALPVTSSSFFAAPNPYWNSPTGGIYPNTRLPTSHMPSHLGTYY
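His-tagged ERG Ets domain (1 uM in the protein solution; 300mM KCl, 50mM Tris-HCl, 1mM EDTA, 1mM DTT, pH 7.5) received compound, then a probe mix of 5 nM fluorescein-DNA and 100nM Texas-615-DNA. Fluorescence polarization was read for both dyes.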
RGS4 inhibitor: inhibitors of human regulator of G protein signaling 4 | Transcreener GDP fluorescence polarization, RGS4-accelerated GTP hydrolysis | actives 0.039% (n = 390,000) | Potency, µM (series often up to 114 µM), for inactives: at the top dose activity change, negative = inhibition, hits mostly inhibitors; also: potency is read from the fitted curve at half-maximal effect; % is scaled to controls: 0 for no effect and ±100 for the full control effect; nearly all actives have a fitted effect of over 75% in size; some results filed as inactive show a strong effect at the top dose
Target sequence (P49798 whole entry, looked up): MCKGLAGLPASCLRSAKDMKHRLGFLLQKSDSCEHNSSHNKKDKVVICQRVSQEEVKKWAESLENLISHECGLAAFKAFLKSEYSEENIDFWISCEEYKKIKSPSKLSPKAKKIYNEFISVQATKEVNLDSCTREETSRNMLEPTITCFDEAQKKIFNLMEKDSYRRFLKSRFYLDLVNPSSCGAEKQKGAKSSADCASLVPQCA
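MLSMR compounds (23 nl, pin-transferred) preincubated 10 min at room temperature with a 500nM (2x) first reagent, then RGS4 at 900nM (2x) plus Transcreener GDP mix added; fluorescence polarization (620/688 nm) read before and after 90 min at 30 °C.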
Glioma ERSR ind: inducers of ER stress response in human glioma cells. U87-MG GRP78 promoter luciferase reporter, 16 h. AID 602332. actives 0.02% (n = 420,000). Potency, µM, without a hit: top-dose activation, most hits filed as activators; also: potency is read from the fitted curve at half-maximal effect; series mostly up to about 76 µM; % of control where 0% means no effect; nearly all actives have a fitted effect of over 35% in size
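Stably transfected U87-MG human glioma cells carrying a GRP78-based luminescent sensor were seeded at 1000 cells/well, pin-dosed with compounds and incubated 16 h. Luciferase reagent was then added, and end-point luminescence was read after 10 min at room temperature.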
Vif-APOBEC3G blk: blocks the Vif interaction with human APOBEC3G. actives 0.076% (n = 410,000). HeLa A3G-eYFP + Vif (tagged APOBEC3G with the HIV-1 protein that degrades it), YFP fluorescence, overnight. Potency, µM (doses to about 46.1 µM), inactives show at the top dose activity, negative = active, usual class: inhibitors. Q9HC16;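 also: potency is read from the fitted curve at half-maximal effect; % is scaled to controls: 0 for no effect and ±100 for the full control effect; nearly all actives have a fitted effect of over 60% in size; hits raise eYFP signal because A3G escapes Vif-driven loss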
Target sequence (Q9HC16 whole entry, looked up): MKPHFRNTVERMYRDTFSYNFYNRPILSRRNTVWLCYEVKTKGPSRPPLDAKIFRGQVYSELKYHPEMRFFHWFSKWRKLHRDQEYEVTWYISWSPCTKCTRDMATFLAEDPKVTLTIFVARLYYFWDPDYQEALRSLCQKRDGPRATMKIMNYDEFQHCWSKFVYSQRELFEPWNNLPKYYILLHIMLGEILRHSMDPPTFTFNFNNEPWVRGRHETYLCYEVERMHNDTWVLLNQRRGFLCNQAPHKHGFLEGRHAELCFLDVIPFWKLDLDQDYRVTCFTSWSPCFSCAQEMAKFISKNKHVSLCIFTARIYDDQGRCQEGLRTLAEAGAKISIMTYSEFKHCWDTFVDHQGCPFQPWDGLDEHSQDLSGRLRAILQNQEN
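HeLa cells stably expressing Vif and C-terminally eYFP-tagged A3G, seeded overnight at 37 deg C, then exposed to compound by pintool overnight at 37 deg C. Rise in yellow fluorescence (Ex 488/Em 500-530, Acumen) marks blocked Vif-driven A3G degradation.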
D2 agonist: agonists of human D2 dopamine receptor; P14416; HEK293 T-REx D2 cells, calcium flux agonist mode; activation, % at 2 µM; actives 0.53% (n = 340,000);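 active = activation over 3 SD above normal in the single-dose calcium agonist read, cut at about 30% in these data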; also: 0% is about no effect
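Agonism is scored from calcium flux in a force-coupled, inducible HEK293 cell line expressing D2, read kinetically for 180 s after compound addition against dopamine controls.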
Vif-APOBEC3F blk: blocks the Vif interaction with APOBEC3F; HeLa A3F-eYFP + Vif (tagged APOBEC3F with the HIV-1 protein that degrades it), YFP fluorescence increase; actives 0.2% (n = 390,000); Potency, µM (titrated, usually from 46.1 µM), without a hit: at the highest dose activity, negative = active; also: potency is read from the fitted curve at half-maximal effect; % of control where 0% means no effect; nearly all actives have a fitted effect of over 65% in size
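Fluorescence increase (Ex 488/Em 500-530) after overnight compound treatment at 37 deg C flags inhibition of Vif-driven A3F-eYFP loss in stable HeLa A3F-eYFP/Vif cells seeded overnight beforehand.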
* = called active by the depositor; ? = inconclusive; . = not tested or not shown; & = joins results of further samples; [ ] = remark or other dose. Unless noted, calls follow the shape of the dose curve; as a rule, active = well fitted curve in the direction sought with a large enough effect; inconclusive = small, poorly fitted or top-dose-only effect, or another doubt; inactive = no such curve, though single readings can be large; an effect the other way counts as inactive or inconclusive. Not all compounds are listed, so the mix of outcomes need not match the whole.

Molecule	12-LOX inh	LDHA block	D2 antagonist	ERG-DNA inh	RGS4 inhibitor	Glioma ERSR ind	Vif-APOBEC3G blk	D2 agonist	Vif-APOBEC3F blk
ClCc1csc(-c2ccc(Cl)cc2)n1	?	2	29	-6%	-31%	0%	0%	0.5	0%
COc1ccc(OCCC(=O)OCC(=O)NCc2ccccc2OC)cc1	-10%	-2	.	-5%	-9%	-3%	-2%	.	4%
Cc1cccc(C(=O)NCC(=O)N2CCC2)c1	-5%	-12	13	13%	16%	-3%	1%	-1.4	6%
CCCCCOP(=O)(OCCCCC)C1(NS(=O)(=O)c2ccccc2)C=CC(=O)c2ccccc21 (centres undefined)	?	21	-6	-5%	-10%	0%	-7%	-0.7	-10%
CC(C)Oc1cc2oc(=O)c3c(c2cc1Cl)CCC3	0%	-2	5	-1%	19%	-3%	0%	0.9	3%
CCN1CCN(c2oc(-c3ccccc3C)nc2S(=O)(=O)c2ccccc2)CC1	?	0	-5	6%	-13%	-1%	-6%	0.3	-13%
CN(CC(=O)Nc1ccc(F)cc1)C(=O)C1CCN(C(=O)Nc2ccccc2)CC1	30%	-2	8	-1%	-9%	9%	3%	-0.1	-1%
CC(C)NC(=O)COC(=O)c1ccccc1C(=O)c1ccccc1	-1%	2	6	1%	-3%	-1%	1%	-3.8	-9%
CC1CCCCN1Cc1c(C#N)c2ccccc2n1C (centres undefined)	144%[activator]	-4	40*	-10%	-27%	-5%	-3%	0.7	.
Cc1ccc2nc(Nc3cccc(C(F)(F)F)c3)c3nnnn3c2c1	-9%	0	.	4%	5%	-3%	-4%	0.7	-20%
O=C(CSc1nc(=O)n2ccccc2n1)NCCc1ccccc1	0%	-8	-3	-2%	18%	-2%	-1%	-0.3	-2%
CC1CC(=O)NN1C(=O)c1ccccc1 (centres undefined)	?	-5	7	-13%	10%	-8%	-6%	1.2	0%
CN(C)c1ccc2c(=O)c3ccccc3oc2n1	3%	-1	.	.	.	-8%	-4%	.	.
COc1ccccc1NC(=O)Cn1c(=O)n(-c2cccc(C(C)=O)c2)c(=O)c2c3c(sc21)CN(C(C)=O)CC3	-18%	10	.	4%	-28%	-1%	-2%	.	1%
O=C(CSc1nnnn1-c1cccc2ccccc12)N1CCOCC1	0%	-6	.	-7%	6%	-4%	1%	.	6%
CCc1nnc(NC(=O)c2ccc3c(=O)n4c(nc3c2)CCCCC4)s1	0%	-5	-4	-2%	9%	2%	7%	5.8	17%
CC(C)=CCN1CCN(Cc2cnc(N3CCCC3)s2)CC1CCO (centres undefined)	-9%	-4	-19	-14%	-9%	-2%	4%	0.6	6%
CCC(C(=O)NC1CCCCC1)N(Cc1cccs1)C(=O)c1snc(C(N)=O)c1N (centres undefined)	9%	-2	20	-14%	-8%	-3%	3%	-0.3	-29%
O=C(CN1C(=O)NC2(CCCCCC2)C1=O)NCCc1ccc(F)cc1	-8%	-5	-7	-1%	15%	-3%	1%	0.2	-3%
Cc1cc(C)c(NC(=O)CCn2c(=O)c3cccn3c3ccccc32)c(C)c1	-29%	-5	.	-2%	-5%	-3%	-1%	1.9	-26%
Cc1ccc(/C=N/NC(=O)CSc2nnc(-c3ccc(Cl)cc3)n2-c2ccc(Cl)cc2)o1	-6%	-3	5	9%	-13%	0%	-25%	0.7	-35%
Cc1ccc(CNC(=O)C2CC=CCC2C(=O)O)cc1 (centres undefined)	0%	-6	2	-2%	-26%	-3%	0%	-0.2	-3%
CCN(CC)C(=O)C1=C(C)N(CCC2=CCCCC2)C(=O)C(CC(=O)NCc2cccc3ccccc23)C1 (centres undefined)	?	4	.	.	.	-4%	-16%	.	0%
CCCN(CC(=O)Nc1ccccc1C)C(=O)c1ccc2ccccc2n1	25%	3	26	1%	-32%	-3%	0%	0.5	-2%
Cc1ccc(C(=O)Nc2ccc3c(c2)OCO3)cc1NC(=O)c1ccco1	-6%	2	48*	-3%	-1%	10%	-2%	1.0	1%
CCCCc1nnc(SCc2cc(=O)c3cc(F)ccc3[nH]2)n1C	-19%	-5	.	6%	16%	0%	0%	-0.8	-7%
Clc1cc(Cl)c(Cl)c(Cl)c1Cl	-1%	-1	2	14%	-9%	2%	0%	0.2	2%
Nc1nc(-c2cc(Cl)cc(Cl)c2OC(F)F)cs1	-9%	-5	9	-3%	16%	-1%	-7%	1.4	-8%
CCOC(=O)C1CCN(C(=O)c2cc3ccc4ccc(C)[nH]c4c3n2)CC1	-9%	6	.	-3%	-11%	0%	-3%	-0.4	-12%
O=C1/C(=C/c2cccc(Cl)c2)CSc2sccc21	-76%	-7	3	-8%	-37%	0%	0%	1.3	2%

More compounds:
Molecule	12-LOX inh	LDHA block	D2 antagonist	ERG-DNA inh	RGS4 inhibitor	Glioma ERSR ind	Vif-APOBEC3G blk	D2 agonist	Vif-APOBEC3F blk
CCOC(=O)c1ccc(N=c2sc(C(=O)OC)cc(=O)n2C2CC2)cc1	0%	-3	1	1%	-20%	-5%	0%	1.0	-1%
CCN(CC)CCCN(C)C(=O)Cn1nc(Cc2ccncc2)c2ccccc2c1=O	0%	-5	12	-1%	-12%[56.9 µM]	-3%	-4%	0.3	-1%
COCCNC(=O)Cn1c(=O)n(Cc2ccco2)c(=O)c2ccccc21	-18%	-4	8	-4%	-1%	-7%	-2%	0.9	.
COc1ccc(-c2nnc(SCC(=O)c3ccc[nH]3)o2)cc1	23%	-4	-3	-1%	-24%	0%	1%	0.9	-11%
Cc1c(C)n(C)c2ccc(C(=O)NCCCN3CCCC3)cc12	-16%	4	3	5%	-7%	-4%	0%	0.1	0%
O=C(CSc1nc(=O)n(CCN2CCOCC2)c2c1CCCC2)Nc1ccc([N+](=O)[O-])cc1	-6%	6	-15	29%	?	-4%	-2%	-2.0	21%
O=C(NC(=S)Nc1cccc(Cl)c1N1CCOCC1)c1cccs1	?	-2	4	-12%	-7%	0%	0%	0.3	-7%
CN1CCN(C(=O)CCN2C(=O)/C(=C/c3cccc(Br)c3)SC2=S)CC1	?	15	31*	92%[activator]	-30%	-10%	?	0.5	-5%
CCOc1ccc(CCNC(=O)C2CCCN(c3nn4c(=O)cc(C)nc4s3)C2)cc1 (centres undefined)	8%	-5	-14	6%	13%	-2%	-3%	0.1	0%
O=C1CCC/C=C\C[C@@H](CC(=O)N(CCO)Cc2ccccc2)C(=O)N[C@H](Cc2c[nH]c3ccccc23)CO1	?	0	.	9%	6%	-4%	0%	.	-2%
COC(=O)C(C)Oc1ccc(Cc2ncc(C(F)(F)F)cc2Cl)cc1 (centres undefined)	3%	-6	.	-9%	11%	-4%	0%	.	-1%
Cc1ccc(OCc2cccc(S(=O)(=O)N(C)C)c2)c([N+](=O)[O-])n1	5%	0	7	9%	-37%	1%	6%	-0.4	2%
COC(=O)c1ccccc1S(=O)(=O)N1CCC(C(=O)OCc2cccc(OC)c2OC)CC1	0%	-2	4	2%	-23%	-7%	-8%	1.2	-11%
Cc1ccc(C)c(-n2c(N)c(C#N)c3nc4ccccc4nc32)c1	-30%	3	.	-9%	-14%	-2%	1%	0.7	-4%
CCCCN1C(=O)C(C)=C(C)C1OCCc1ccc(OC)c(OC)c1 (centres undefined)	10%	1	-2	-6%	0%	-2%	2%	0.8	-1%
Fc1ccc(-c2n[nH]c(=S)n2-c2ccc3c(c2)OCCO3)cc1	?	-3	.	-2%	-25%	2%	0%	.	4%
CCc1ccc(NS(=O)(=O)c2ccc3[nH]cc(C(=O)N(C)Cc4ccco4)c(=O)c3c2)cc1	?	1&3	.	-13%&3%	-24%&-29%	-2%&1%	-2%&2%	-0.5	2%&-6%
COc1ccc(Cl)cc1-c1n[nH]c(=S)n1Cc1ccccc1	-16%	1	-11	-10%	-42%	1%	-8%	0.6	-8%
CC(=O)N/C(=C\c1ccccc1)C(=O)N1CCOCC1	-5%	1	-4	18%	10%	0%	-1%	0.3	?
CCCC1C(=O)N(c2ccccc2)C1c1ccccc1 (centres undefined)	0%	0	.	0%	12%	-3%	-7%	.	.
Cc1ccc2nc(CSc3nnc(NC(=O)CC(C)C)s3)cc(=O)n2c1	-14%	-2	.	-3%	-23%	-3%	-1%	0.5	1%
O=C(c1[nH]ncc1-c1ccc(Cl)cc1)C1CO1 (centres undefined)	193%[activator]	3	-4	-6%	10%	-10%	-11%	0.5	-9%
O=C(c1cc(-c2ccc(O)cc2)on1)N1CCCC1	0%	-1	9	12%	0%	-10%	0%	0.3	-4%
CCc1nnc(NC(=O)CCC(=O)NCc2ccc(OC)cc2)s1	94%[activator]	3	.	-14%	-9%	-5%	1%	.	3%
C=CCOc1cccc(C(=O)/C=C2/C(=O)Nc3ccccc32)c1	?	-1	2	14%	?	-12%	?	1.7	-1%
Cc1ccc(CNC(=O)c2sccc2-n2cccc2)cc1	79%[activator]	3	-17	5%	-1%	0%	0%	-2.8	0%
Cc1nnc(SCC(=O)Nc2ccccc2F)n1-c1ccc(F)cc1	2%	1	.	8%	-23%	2%	0%	.	-4%
O=S(=O)(/C=C/c1ccccc1)N1CCN(c2cccc(Cl)c2)CC1	0%	-8	5	1%	27%	0%	0%	-0.2	-14%
